Screens deposited in PubChem BioAssay by Broad Institute.
esBAF inh = Bmi1 luciferase reporter increase in mESCs, primary screen, esBAF inhibitor project, mouse ES cells, Bmi1 luciferase knock-in, single point. 24 h; 100% = twice the neutral-well signal. reporter increase, % at 12.5 µM. 350,000 tested, 2% active. AID 602393, 2012; in the data active = activation above about 40%;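 note: 0% = median of the plate's neutral control wells and 100% = double that signal; a rise in the Bmi1 reporter signal indicates esBAF inhibition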
ARNT TACC3 PPI = disruptors of ARNT/TACC3 protein interaction, primary screen, biochemical, AlphaScreen, single concentration; Transforming acidic coiled-coil-containing protein 3 (Homo sapiens), Q9Y6A5; 390,000 tested, 0.66% active; inhibition, % at 9.99 µM; AlphaScreen His-ARNT PAS-B/GST-TACC3 binding, luminescence; TACC3 fragment carries E629A point mutation;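 active = mean inhibition of replicates at least 50% and at least half of replicates each reaching 50%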;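 note: 0% = complete ARNT plus TACC3 wells and 100% = ARNT alone without TACC3; many hits fall short of the cut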
CASP6 VEID inh = human caspase-6 inhibitors, primary screen, biochemical, VEID-R110 fluorescence, single point, set 2; P55212; purified caspase-6, Z-VEID-R110 cleavage fluorescence; inhibition, % at 12.5 µM; 350,000 tested, 0.53% active;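 active = mean inhibition across replicates at least about 35%, with every replicate also reaching that limit, limit read from the data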;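 note: 0% = median of neutral control wells and 100% = no fluorescence left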
Target sequence (P55212 24-179 limits assumed): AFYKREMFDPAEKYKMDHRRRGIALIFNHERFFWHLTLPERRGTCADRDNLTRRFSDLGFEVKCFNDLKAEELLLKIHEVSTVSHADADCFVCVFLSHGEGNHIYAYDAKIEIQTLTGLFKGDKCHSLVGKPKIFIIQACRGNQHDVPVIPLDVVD
Target sequence (P55212 194-293 limits assumed): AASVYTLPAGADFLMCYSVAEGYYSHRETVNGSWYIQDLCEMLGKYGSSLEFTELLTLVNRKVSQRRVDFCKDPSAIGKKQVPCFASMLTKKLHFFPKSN
ERp5 block = inhibitors of ERp5-driven insulin aggregation, primary screen, biochemical, turbidity, absorbance 650 nm, single point. AID 651711, 2012. 90 min. inhibition, % at 9.99 µM. 350,000 tested, 0.05% active;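 active = mean replicate inhibition above about 25%, with every replicate also reaching it, limit read from the data, passing the limit was not always enough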
Target sequence (Q15084 whole entry, looked up): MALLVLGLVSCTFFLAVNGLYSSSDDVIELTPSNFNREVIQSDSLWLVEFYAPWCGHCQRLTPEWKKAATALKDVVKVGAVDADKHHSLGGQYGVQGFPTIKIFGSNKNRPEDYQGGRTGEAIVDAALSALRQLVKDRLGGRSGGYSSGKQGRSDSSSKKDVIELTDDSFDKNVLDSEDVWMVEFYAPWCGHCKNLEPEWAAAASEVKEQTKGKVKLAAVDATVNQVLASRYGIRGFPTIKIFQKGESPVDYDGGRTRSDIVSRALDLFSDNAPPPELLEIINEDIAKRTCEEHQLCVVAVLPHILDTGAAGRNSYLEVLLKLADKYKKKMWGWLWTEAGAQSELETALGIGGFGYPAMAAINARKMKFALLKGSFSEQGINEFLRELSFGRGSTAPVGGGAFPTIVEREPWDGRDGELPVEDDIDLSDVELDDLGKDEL
RAD52 inh = RAD52 DNA annealing inhibitors, primary screen, biochemical, FRET, single point, set 2; 360,000 tested, 0.46% active; inhibition, % at 18.7 µM; DNA repair protein RAD52 homolog (Homo sapiens), P43351; recombinant RAD52 DNA annealing, FRET fluorescence; AID 651710, 2012;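 active = every replicate showing at least 50% inhibition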
E-sel inducer = E-selectin induction in HUVECs, primary screen, imaging, HUVEC, immunofluorescence imaging, single point | P16581 | normalized: neutral wells 0, TNF-alpha wells 100 | activation, % at 7.58 µM | 260,000 tested, 0.37% active;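 active = mean E-selectin-positive cell signal at least 10% of the positive control, reached in at least 60% of replicates, without over 20% cell loss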;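 note: in these data hits start at about 27%; measured in HUVEC primary endothelial cells; signal is the percent of cells scored E-selectin positive by PE staining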
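Test system: HUVEC | Signal: Immunofluorescence imaging | Read-out: Percent E-selectin-positive cells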
RAD54 inh = inhibitors of human RAD54 branch migration, primary screen, biochemical, fluorescence, single point; DNA repair and recombination protein RAD54-like (Homo sapiens), Q92698; RAD54 Holliday junction branch migration, FAM/BHQ fluorescence; inhibition, % at 10.4 µM; 360,000 tested, 0.14% active; AID 602329, 2012;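 active = mean normalized replicate activity at least 40 and at least half of replicates scoring 40 or more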;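 note: 0% = median of neutral control wells and 100% = median of positive control wells; inhibitors cause a drop in the FAM fluorescence signal; in these data hits start at about 50%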
PglD DTNB = C. jejuni PglD acetyltransferase inhibitors, primary screen, biochemical, DTNB colorimetric, single point; purified PglD enzyme, DTNB colorimetric CoA detection; inhibition, % at 12.5 µM; AID 602405, 2012; 360,000 tested, 0.098% active; in the data active = inhibition above about 16%, passing the limit was not always enough; note: strong numbers were not always called active
Starred values were filed as active, the others as inactive; / = not tested or not shown.

SMILES	esBAF inh	ARNT TACC3 PPI	CASP6 VEID inh	ERp5 block	RAD52 inh	E-sel inducer	RAD54 inh	PglD DTNB
CC(OC(=O)c1cccc(-n2cnnn2)c1)C(=O)NC1(C#N)CCCCC1 (centres undefined)	3	/	1	-3	-8	-0.2	/	/
CCOC(=O)c1c(C)[nH]c(C(=O)OCC(=O)N2CCN(S(=O)(=O)c3ccc(C)cc3C)CC2)c1C	0	-4	2	-9	-51	/	-7	-2
C/C(=N\Nc1ccccn1)c1ccc(C#N)cc1	/	5	3	-8	-49	/	/	/
COc1ccc(-c2nc3cc(C)c(Br)c(C)n3c2Cc2ccc(C)cc2)cc1OC	-6	/	-3	-7	-13	0.0	8	-2
C[C@H](O)C#Cc1cnc2c(c1)C(=O)N([C@@H](C)CO)C[C@H](C)[C@@H](CN(C)C(=O)CN(C)C)O2	-3	-6	-1	2	0	-0.3	1	-2
COc1ccc(Cc2c(-c3ccccc3)nc3ccc(C)cn23)c(C)c1	/	/	8	-1	-12	-0.1	/	/
O=C(O)CCCCCCCCCC[n+]1ccccc1	1	-9	-3	25	-26	/	-5	-2
O=C(Nc1ccccc1C(=O)Nc1ccc(F)cc1)c1ccco1	-4	-2	-12	-1	-3	-0.3	-29	-2
O=c1[nH]nc(SCc2ccccc2)c(=O)[nH]1	-3	-2	/	/	/	/	-15	2
COc1cc(C2c3c(n[nH]c3C)C(=O)N2c2ccc(C)cc2)ccc1O (centres undefined)	-4	-7	/	/	/	/	11	-8
O=c1ccc2ccc(O[C@@H]3O[C@H](CO[C@@H]4OC[C@](O)(CO)[C@H]4O)[C@@H](O)[C@H](O)[C@H]3O)cc2o1	-6	-2	-1	-8	0	-0.1	5	-2
COc1ccc(N2CCN(S(=O)(=O)c3cn(C)cn3)CC2)cc1	5	2	1	13	0	/	7	-1
CC(C)c1nc(SCC(=O)NCC2CCCO2)c2c(=O)n(C)c(=O)n(C)c2n1 (centres undefined)	/	-4	-1	2	-10	-1.0	-2	4
COc1ccc(S(=O)(=O)N(C)C[C@H]2Oc3ccc(NC(=O)Nc4c(C)noc4C)cc3C(=O)N([C@@H](C)CO)C[C@H]2C)cc1	-2	-7	-3	2	-6	-1.7	2	-2
COC(=O)[C@]1(CCS(=O)(=O)c2ccccc2)N=C(c2ccc(OCCCO)cc2)O[C@@H]1c1ccccc1	/	-4	1	-8	10	/	-4	-3
CO[C@@H]1CN(C)C(=O)c2ccc(NC(=O)c3cnccn3)cc2OC[C@@H](C)N(C(=O)c2cnccn2)C[C@H]1C	0	5	0	3	-29	-0.1	9	-2
O=C(O)c1cc2nc(-c3ccc(F)cc3)cc(C(F)(F)F)n2n1	-2	14	/	/	/	/	-4	3
CC(=O)Nc1ccc(N2CCN(C(C)=O)CC2)cc1	-3	-9	3	4	6	/	8	2
Cc1ccc(F)c(C2C3C=CCC(c4cccc(-c5ccc(N(C)C)cc5)c4)C3C(=O)N2Cc2ccccc2)c1 (centres undefined)	16	-12	-1	0	-5	1.1	4	5
C[C@H]1CCCCO[C@@H](CN(C)C(=O)Nc2ccc(C(F)(F)F)cc2)[C@@H](C)CN([C@@H](C)CO)C(=O)c2cc(NS(=O)(=O)c3cn(C)cn3)ccc2O1	0	-18	2	1	-13	-0.1	-5	0
CCOc1ccc(-c2cccc(NS(=O)(=O)c3cc([N+](=O)[O-])ccc3Cl)c2)nn1	1	4	3	-3	-2	-0.5	-1	-3
COC(=O)c1ccccc1NC(=O)CCc1ccccc1	/	-4	0	1	-7	8.0	1	-4
COC(=O)CCCC1=CC2=C(c3ccccc3)C(=O)C(C)(OC(=O)C3CCCC3)C(=O)C2=CN1Cc1ccc(OC)cc1 (centres undefined)	6	1	-1	2	6	/	3	3
COc1ccccc1C(CNC(=S)NCc1ccccc1)N1CCCC1 (centres undefined)	1	0	-4	-7	-11	-1.2	0	-1
O=C(Cn1nc(C(F)(F)F)cc1C1CC1)NCc1ccccc1F	-7	-24	-5	3	8	-0.1	-22	1

Molecules shown so far containing a COOH group:
SMILES	esBAF inh	ARNT TACC3 PPI	CASP6 VEID inh	ERp5 block	RAD52 inh	E-sel inducer	RAD54 inh	PglD DTNB
O=C(O)CCCCCCCCCC[n+]1ccccc1	1	-9	-3	25	-26	/	-5	-2
O=C(O)c1cc2nc(-c3ccc(F)cc3)cc(C(F)(F)F)n2n1	-2	14	/	/	/	/	-4	3

(next part)
SMILES	esBAF inh	ARNT TACC3 PPI	CASP6 VEID inh	ERp5 block	RAD52 inh	E-sel inducer	RAD54 inh	PglD DTNB
CCCC#Cc1cnc2c(c1)C(=O)N([C@H](C)CO)C[C@H](C)[C@@H](CN(C)C(=O)c1cnccn1)O2	3	-3	-4	0	2	-0.2	-7	-1
CC1(c2ccc([N+](=O)[O-])cc2)NC(=O)N(CC(=O)Nc2ccc(N3CCCCC3)cc2)C1=O (centres undefined)	-2	12	-3	-1	7	-0.1	/	/
CCS(=O)(=O)N1CCC(C(=O)Oc2ccc(Br)cc2)CC1	7	5	-8	2	-22	0.2	14	3
O=C(N[C@@H]1C[C@H]2CC[C@@H]1C2)c1ccco1	-3	-4	-2	2	-3	/	0	-8
CCCCC[C@@H](C)N1C[C@@H](COCc2ccccc2)Oc2cc(N3CCC[C@H]3COC)ccc2S1(=O)=O	/	/	-6	-7	-8	-0.3	/	/
CCOC(=O)c1c(NC(=O)CCC(=O)N(CC)CC)sc2c1CC(C)(C)OC2	/	-6	1	2	-21	0.7	-3	-9
O=C(c1ccc(S(=O)(=O)Cc2cc(F)ccc2F)c([N+](=O)[O-])c1)N1CCOCC1	-3	/	0	7	-10	0.1	0	0
O=C1C2C(c3ccccc3)CC=CC2[C@H](c2ccc(C(F)(F)F)cc2)N1Cc1ccccc1 (some centres undefined)	14	-4	/	1	-17	-0.3	-3	4
O=C(c1ccco1)N1CC2(CC(c3ccc(Cl)cc3)=NO2)CN1Cc1ccc(Br)cc1 (centres undefined)	-6	/	-3	5	-6	0.0	/	/
Cc1c(C(Nc2ccccn2)c2ccc(Cl)cc2)c(=O)n(-c2ccccc2)n1C (centres undefined)	-5	-2	/	/	/	/	-6	0
O=C(NC1CC1)C1CCN(S(=O)(=O)c2cc([N+](=O)[O-])ccc2Cl)CC1	-1	-9	4	3	-16	5.0	1	8
COC(=O)CCN(Cc1cc(OC)ccc1OC)S(=O)(=O)c1ccccc1Br	-5	-6	/	5	4	-0.1	5	-1
COc1ccc(C(CNC(=O)CNC(=O)c2cccc(C)c2)N2CCOCC2)cc1 (centres undefined)	-3	-15	0	-4	9	0.1	7	-4
COc1cccc(C2/C(=C(\O)c3ccc4c(c3)OCCO4)C(=O)C(=O)N2CCCn2ccnc2)c1 (centres undefined)	7	3	-2	-3	-7	-0.1	-5	-1
COc1ccc(S(=O)(=O)Nc2ccc3c(c2)C(=O)N([C@@H](C)CO)C[C@@H](C)[C@@H](CN(C)C(=O)Nc2ccc(C(F)(F)F)cc2)OCCCC[C@H](C)O3)cc1	8	-4	-2	-2	-30	0.0	3	-3
CNC[C@H]1OCCCC[C@H](C)Oc2ccc(NS(=O)(=O)c3cn(C)cn3)cc2C(=O)N([C@H](C)CO)C[C@@H]1C	-11	-7	/	/	/	-0.1	-16	-1
COc1cc(-c2noc(C)c2/C=C/c2ccc(C(=O)O)cc2)cc(OC)c1OC	3	0	35*	3	-6	0.2	-8	-2
O=C(c1ccco1)N1CCN(C(=O)c2cnn(-c3ccc(F)cc3)c2-n2cccc2)CC1	6	/	0	-6	-41	0.0	-8	3
COc1ccc(-c2coc3c(C(=O)NCc4ccc(OC)c(OC)c4)cccc23)c(C)c1	-15	/	-79	0	-10	-0.3	3	-1
COc1ccc(NC(=O)c2ccccc2C(=O)N2CCCCC2)cc1	9	/	-4	-2	-26	/	5	-1
C[C@H](CO)N1C[C@H](C)[C@@H](CN(C)C(=O)Cc2ccccn2)Oc2ncc(-c3cccc(C(=O)N(C)C)c3)cc2C1=O	-1	-9	1	-3	-9	0.2	1	-4
CCOC(=O)c1cnc(-c2ccccc2)[nH]c1=O	3	17	/	/	/	/	3	-2
Cc1ccc(NC(=O)c2ccc(-n3cncn3)c([N+](=O)[O-])c2)cc1F	7	1	7	-15	-6	/	-12	3
O=C(O)C1CCN(C(=O)CCN2C(=O)S/C(=C\c3ccccc3)C2=O)CC1	-5	1	24	10	-1	/	1	-4
O=C(O)C(Cc1ccccc1)NC(=O)C(c1ccccc1)c1ccccc1 (centres undefined)	0	-1	0	2	-11	/	-2	0

Further records
SMILES	esBAF inh	ARNT TACC3 PPI	CASP6 VEID inh	ERp5 block	RAD52 inh	E-sel inducer	RAD54 inh	PglD DTNB
Cc1noc(C)c1NC(=O)Nc1ccc2c(c1)C(=O)N([C@H](C)CO)C[C@H](C)[C@H](CN(C)C(=O)Nc1ccc(C(F)(F)F)cc1)OCCCC[C@H](C)O2	4	-4	-2	9	-37	-0.3	-9	-1
COc1ccc(C#Cc2ccc3c(c2)O[C@@H](CN(C)C(=O)NC2CCCCC2)[C@H](C)CN([C@@H](C)CO)S3(=O)=O)cc1	4	-8	1	-1	-41	0.5	0	8
c1ccc2c(c1)ccc1nnc(-c3ccc4c(c3)OCO4)n12	7	-29	/	/	/	/	-7	14
C/C(=N\NC(=O)CCCNc1ccccc1)c1ccncc1	/	4	2	-4	-6	/	/	/
O=C(c1ccc(F)cc1)c1cn(Cc2ccc(F)cc2)c2cc3c(cc2c1=O)OCCO3	3	-5	2	0	2	-0.4	2	2
O=C(CN(C(=O)c1csnn1)c1ccc(Br)cc1)NC1CCCCC1	2	2	1	-8	-13	/	15	6
O=C(COC(=O)c1cc(S(=O)(=O)N2CCc3ccccc3C2)ccc1Cl)NCc1ccco1	3	36	/	/	/	/	-14	-4
CCOc1ccc(S(=O)(=O)Nc2cccc(C(=O)NCC(c3ccc(OC)cc3)N3CCOCC3)c2)cc1 (centres undefined)	-4	-6	0	2	-7	-1.2	14	4
Cc1c(/C=N/NC(=O)c2cccnc2)cc(C#N)n1C	/	-5	-4	7	-3	3.7	/	/
Cc1ccc(NNC(=O)c2ccno2)c(C)c1	/	-3	1	-1	-5	21	-5	-3
Cc1nc(NC(C)(C)CO)c([N+](=O)[O-])cc1[N+](=O)[O-]	6	/	6	2	-12	0.0	6	17
COc1ccc(CNC(=O)N2CCN(c3ccccc3)CC2)cc1	0	-3	-1	-4	-2	0.5	3	-3
CC1CCCC(C)N1C(=O)COc1ccc(C(=O)Nc2ccccc2N2CCOCC2)cc1 (centres undefined)	-6	-15	6	-5	-3	1.5	/	/
O=C(COC(=O)c1ccc(NS(=O)(=O)c2ccc(F)c(F)c2)cc1)NCC1CCCO1 (centres undefined)	/	-4	-2	2	-11	/	/	/
Cc1cccc(C)c1NC(=O)C1(C)CSCC(=O)N1CCc1ccccc1F (centres undefined)	/	/	1	-2	0	-0.1	/	/

Complete entries as entered above. Order of values: esBAF inh | ARNT TACC3 PPI | CASP6 VEID inh | ERp5 block | RAD52 inh | E-sel inducer | RAD54 inh | PglD DTNB
Listed for CC(C)c1nc(SCC(=O)NCC2CCCO2)c2c(=O)n(C)c(=O)n(C)c2n1 (centres undefined) : / | -4 | -1 | 2 | -10 | -1.0 | -2 | 4
Listed for O=C(c1ccco1)N1CCN(C(=O)c2cnn(-c3ccc(F)cc3)c2-n2cccc2)CC1 : 6 | / | 0 | -6 | -41 | 0.0 | -8 | 3

Some of the entries above, set out differently.
Values run as follows: esBAF inh, ARNT TACC3 PPI, CASP6 VEID inh, ERp5 block, RAD52 inh, E-sel inducer, RAD54 inh, PglD DTNB
- Cc1c(/C=N/NC(=O)c2cccnc2)cc(C#N)n1C
→ /, -5, -4, 7, -3, 3.7, /, /
- Cc1ccc(NNC(=O)c2ccno2)c(C)c1
→ /, -3, 1, -1, -5, 21, -5, -3
